Screens as filed in PubChem BioAssay.
BAP1 inh – inhibitors of BAP1 deubiquitinase, primary screen, biochemical, Ub-AMC fluorescence, kinetic; Ubiquitin carboxyl-terminal hydrolase BAP1 (Homo sapiens), Q92560; recombinant BAP1, Ub-AMC hydrolysis fluorescence kinetic; hits give low values; activity remaining (% of control), % at 20 µM; 72,000 compounds, 0.48% hits;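 active means activity remaining at or below 50% of control, provided the compound also passes the data quality filters; inactive means the rest, including low values that fail the filters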;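 further: 100% = DMSO wells rate and 0% = substrate alone blank rate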
Target sequence (Q92560 whole entry, looked up): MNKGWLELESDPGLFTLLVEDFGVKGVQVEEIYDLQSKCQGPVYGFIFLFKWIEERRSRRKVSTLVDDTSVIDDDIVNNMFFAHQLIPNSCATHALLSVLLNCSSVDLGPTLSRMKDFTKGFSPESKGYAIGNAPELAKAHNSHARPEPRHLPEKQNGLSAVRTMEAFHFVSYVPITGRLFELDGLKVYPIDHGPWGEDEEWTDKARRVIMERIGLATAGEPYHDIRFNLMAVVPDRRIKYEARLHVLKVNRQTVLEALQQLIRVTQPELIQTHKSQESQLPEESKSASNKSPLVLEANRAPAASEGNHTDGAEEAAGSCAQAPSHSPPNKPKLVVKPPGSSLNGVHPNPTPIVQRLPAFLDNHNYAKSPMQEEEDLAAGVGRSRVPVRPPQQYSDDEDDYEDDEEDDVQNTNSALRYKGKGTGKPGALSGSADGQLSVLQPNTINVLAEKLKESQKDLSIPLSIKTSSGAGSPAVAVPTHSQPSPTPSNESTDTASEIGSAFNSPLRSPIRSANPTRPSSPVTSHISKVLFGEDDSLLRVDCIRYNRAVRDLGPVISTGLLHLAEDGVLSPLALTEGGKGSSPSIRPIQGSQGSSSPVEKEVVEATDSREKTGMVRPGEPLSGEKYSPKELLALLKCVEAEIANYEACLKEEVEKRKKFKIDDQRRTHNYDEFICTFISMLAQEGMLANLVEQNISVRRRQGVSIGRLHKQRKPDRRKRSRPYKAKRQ
HePTP inhibitor – inhibitors of human HePTP phosphatase, primary screen, biochemical, absorbance, leukemia target | inhibition, % at 20 µM | 110,000 compounds, 0.64% hits | recombinant HePTP phosphatase activity, OD absorbance | AID 521, 2006; in the data active means inhibition above about 50%; inconclusive means no clear call, values can overlap the other calls;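 further: plate controls were vehicle for no effect and reference inhibitor for full effect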
Target sequence (P35236 whole entry, looked up): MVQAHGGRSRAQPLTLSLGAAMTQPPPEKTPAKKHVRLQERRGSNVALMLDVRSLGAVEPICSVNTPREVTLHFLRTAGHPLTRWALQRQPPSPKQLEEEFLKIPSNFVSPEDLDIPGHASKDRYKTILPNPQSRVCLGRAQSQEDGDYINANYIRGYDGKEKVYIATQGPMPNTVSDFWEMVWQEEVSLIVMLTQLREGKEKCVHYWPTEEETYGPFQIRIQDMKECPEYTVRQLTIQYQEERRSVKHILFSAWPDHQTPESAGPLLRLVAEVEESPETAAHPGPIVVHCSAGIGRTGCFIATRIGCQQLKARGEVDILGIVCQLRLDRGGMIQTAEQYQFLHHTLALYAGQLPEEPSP
* = called active by the depositor; ? = inconclusive; · = not tested or not shown; & = joins results of further samples. These rows are one share of the data. The share of hits here may be higher or lower than overall.

Every second line gives: BAP1 inh	HePTP inhibitor
- C=C1CC[C@@]2(O)[C@H]3Cc4ccc(O)c5c4[C@@]2(CCN3CC2CC2)[C@H]1O5
    97	-3
- CC1=C(C(=O)OC(C)C)[C@]2(C(=O)N(CC(N)=O)c3ccccc32)C(C#N)=C(N)O1
    86	5
- O=c1[nH]c(=O)n(CCc2ccc(F)cc2)c(O)c1C=NCCCn1ccnc1
    66	4
- Cc1ccnc(-n2c(C)nc3ccccc3c2=O)c1
    94	13
- CN=C1CN=C(c2ccccc2)c2cc(Cl)ccc2N1
    ·	0
- CC(Cc1ccccc1)NC(=O)/C=C/c1ccccc1 (stereo not drawn)
    ·	-6
- COc1cc(CNCCc2ccc(F)cc2)cc(OC)c1OC
    72	·
- COc1ccccc1N1CCN(C(CNC(=O)Oc2ccccc2)c2cccnc2)CC1 (stereo not drawn)
    93	45
- O=C(COc1ccccc1)Nc1ccc(Cl)cc1C(=O)c1ccccc1
    ·	-7
- Cc1ccc(NC(=O)C2C(C)(C)C2(C)C)cc1C
    ·	5
- Cn1c(C(=O)N2CCC3(CC2)OCCO3)cc2c(=O)n(C)c3ccccc3c21
    116	9
- Cc1ccc(CN2C(=O)NC(=O)C3(Cc4c(nc5ccccn5c4=O)N4CCCCCC43)C2=O)cc1 (stereo not drawn)
    128	7
- CCOC(=O)c1c(C)n(CC(C)C)c2ccc(OC)cc12
    ·	4
- O/N=C1/C(=C/c2ccccc2)N2CCC1CC2
    ·	2
- O=[N+]([O-])/N=C1\NCN(c2ccc(Cl)cc2)CN1c1ccccc1
    ·	2
- CC1(C)C(C(=O)Nc2cccnc2)C1(C)C
    ·	-4
- O=c1oc2ccccc2c2c1C(c1ccc(Cl)cc1)c1c(c3ccccc3oc1=O)O2
    ·	-3
- CCOC(=O)C1CCN(/C=C2/C(=O)NC(=O)N(Cc3ccco3)C2=O)CC1
    89	22
- Cc1c(N=Cc2c(O)n(CCc3ccccc3)c(=O)[nH]c2=O)c(=O)n(-c2ccccc2)n1C
    ·	34
- Cc1ccc(-n2c(C)nc3ccccc3c2=O)cc1Cl
    ·	1
- O=[N+]([O-])c1ccc(N2CCNCC2)cc1NCCOc1ccccc1
    ·	8
- CCCC12CN3CN(C1)CC(CCC)(C3)C2O (stereo not drawn)
    118	-2
- O=C1NC(=O)N(Cc2ccccc2Cl)C(=O)/C1=C/N1CCOCC1
    80	2
- Cc1cc(S(=O)(=O)NC(C)C)ccc1OCC(=O)N1CCN(Cc2ccc3c(c2)OCO3)CC1
    76	2
- O=C1/C(=C/c2ccccn2)N2CCC1CC2
    ·	11
- O=C1NC(=O)N(c2ccccc2Cl)C(=O)C1=Cc1ccccc1
    ·	-18
- CCC(=NCCCN1CCOCC1)c1c(O)n(Cc2ccccc2)c(=O)[nH]c1=O
    106	-2
- Cc1c2cnn(CC(=O)N3CCC4(CC3)OCCO4)c(=O)c2c(C)n1Cc1ccccc1
    109	7
- CC1CN(C)CCC1(O)c1ccccc1 (stereo not drawn)
    ·	12
- Cc1nc2c(-c3ccc(F)cc3)c(C)nn2c(C)c1CCC(=O)N1CCC2(CC1)OCCO2
    98	0
- CCOC(=O)c1c(C)n(Cc2ccco2)c2ccc(O)cc12
    119	8&-13
- O=C(C1CCC(=O)N1C1CCCCC1)N1CCC2(CC1)OCCO2 (stereo not drawn)
    103	2
- Oc1ccc(C2NCc3ccccc3-n3cccc32)cc1Cl (stereo not drawn)
    108	0
- CCC1(CC)C(=O)NC(=O)N(C(=O)c2ccc(Br)cc2)C1=O
    ·	3
- COc1ccc2c(c1)C13CCCCC1C(C2)N(C)CC3 (stereo not drawn)
    93	·
- O=c1c2ccccc2nc(-c2ccco2)n1-c1ccccn1
    88	-7&1
- CC(C)(C)n1c(O)c(C=Nc2ccc3c(c2)CCC3)c(=O)[nH]c1=O
    55	6
- CCOC(=O)C1=C(C)N(C)C2(C)CC1c1ccccc1O2 (stereo not drawn)
    114	-5
- COc1ccc(C2SCC(=O)Nc3c2c(=O)[nH]n3C2CCCCCC2)cc1 (stereo not drawn)
    95	9
- CCC(CC)NCCc1ccc(OC)c(OC)c1
    ·	6
- COc1cccc(-n2c(O)c(C=NCCN3CCOCC3)c(=O)[nH]c2=O)c1
    114	-4
- COc1cccc(N2C(=O)CC(=O)NC2=O)c1
    ·	7&-4
- COc1ccccc1-n1c(O)c(C=NCCCn2ccnc2)c(=O)[nH]c1=O
    101	7
- C[n+]1ccc(-c2ccncc2)cc1
    103	6&-7
- O=C1CSC2N1CCNC21CCCCC1 (stereo not drawn)
    101	8
- Cn1cc(C(=O)N2CCC3(CC2)OCCO3)c2c3ccccc3n(C)c2c1=O
    ·	2
- CCCC(=O)c1ccc(N2CCNCC2)c(F)c1
    ·	2
- N[C@@H](Cc1c[nH]c2ccccc12)c1nnc(SCc2c(F)cccc2Cl)o1
    96	3
- Cc1ccc(-c2nc3ccccc3c(=O)n2-c2cccnc2)cc1
    ·	0
- Cn1c(=O)n(CC(=O)N2CCC3(CC2)OCCO3)c(=O)c2ccccc21
    107	2
- Clc1cccc(CCNCc2cccnc2)c1
    ·	9
- CCOC(=O)[C@]1(C#N)[C@@H]2C=CC(C(C)=O)=CN2[C@@H](C(N)=O)[C@@H]1c1ccsc1
    79	-1
- Cc1ccc2c(c1)CC1(CN2C)C(=O)NC(=O)N(C(C)C)C1=O (stereo not drawn)
    94	11
- N/C(=N\[N+](=O)[O-])N1CCN(C(=O)c2ccc(Cl)cc2)CC1
    ·	-9
- Oc1ccc(Br)cc1CN1CCN(Cc2ccc(F)cc2)CC1
    ·	-11
- NCc1cc(=O)[nH]o1
    89	·
- O=C1NC(=S)NC(=O)C1=Cc1ccccc1OS(=O)(=O)c1ccc2ccccc2c1
    ·	-15
- CCCCCn1c(=O)c(C(=O)Nc2nc(C)cs2)c(O)c2ccccc21
    ·	-5
- Cc1ccc(-n2c(O)c(C=NC3CCCC3)c(=O)[nH]c2=O)c(C)c1
    93	-5
- O=C(C1CCN(S(=O)(=O)N2CCOCC2)CC1)N1CCC2(CC1)OCCO2
    104	-5

Next section:
Every second line gives: BAP1 inh	HePTP inhibitor
- CCCCn1c(O)c(C(CC)=NCCc2ccccc2)c(=O)[nH]c1=O
    93	3
- CC(C)OC12Oc3ccccc3C=C1N1CCC2CC1 (stereo not drawn)
    100	3
- CCCCn1c(=O)c(C(=O)Nc2cccc(O)c2)c(O)c2ccccc21
    ·	-3
- N[C@@H](Cn1ccc(=O)[nH]c1=O)C(=O)O
    98	·
- COc1ccc(OP(=O)(Oc2ccccc2)Oc2ccc(OC)cc2)cc1
    ·	1
- O=[N+]([O-])c1ccc(NCCOc2ccccc2F)c2cccnc12
    ·	1
- COc1ccc(OC)c(CN2CCN(C(=O)COc3cccc(C)c3)CC2)c1
    75	8
- COc1cccc(-c2nc(CS(=O)CC(=O)N3CCC4(CC3)OCCO4)c(C)o2)c1 (stereo not drawn)
    103	7
- COc1cccc(CN2CCN(Cc3ccccc3Br)CC2)c1
    ·	5
- CCCCC/C=C\C/C=C\C/C=C\C/C=C\CCCC(=O)NCC(=O)O
    53	·
- O=C(COc1ccc2ccccc2c1)N1CCN(CCCc2ccccc2)CC1
    ·	-4
- CCC(=O)N(Cc1ccc(OC)c(OC)c1)C1CC(C)N(C)CC1C (stereo not drawn)
    ·	9
- CCC(C)N1CCN(Cc2cc(Br)ccc2OC)CC1 (stereo not drawn)
    ·	-1
- COc1ccc(CN2CCN(C(C)C)CC2)c(OC)c1
    ·	1
- CN(c1ccc(O)cc1)c1ccc([N+](=O)[O-])c2nonc12
    192	·
- CCc1cccc2c(C#N)cn(CC(=O)N3CCOCC3)c12
    101	4
- CN1C2CCC1CC(=NOC(=O)c1ccc(F)cc1)C2
    ·	-2
- Cc1ccc(C)c(NC(=O)CSc2nnc([C@@H](N)Cc3c[nH]c4ccccc34)o2)c1
    108	3
- CN[C@@H]1C[C@@H](c2ccc(Cl)c(Cl)c2)c2ccccc21
    92	·
- CC(C)c1ccc(N2C(=O)NC(=O)/C(=C/C=C/c3ccco3)C2=O)cc1
    ·	-13
- O=C(C1CCN(c2nc3ccc(Br)cc3s2)CC1)N1CCC2(CC1)OCCO2
    109	5
- CC1=NN=C(c2ccc(N)cc2)c2cc3c(cc2C1)OCO3
    97	·
- COc1ccccc1N(CC(=O)NC1CCCCC1)C(=O)c1cnn(C(C)C)c1
    98	-4
- CC(=O)OC1N=C(c2ccccc2)c2ccccc2NC1=O (stereo not drawn)
    135	8
- Cc1cc(-c2ccccc2)[n+]2cc(Br)ccc2n1
    ·	3
- CCOc1ccccc1-n1c(O)c(C=NCc2ccc3c(c2)OCO3)c(=O)[nH]c1=O
    100	7
- CN1CCN(C(=O)COc2ccc3ccccc3c2Br)CC1
    81	2
- Cc1c(C(=O)N2CCC3(CC2)OCCO3)sc2ncnc(N3CCN(c4ccccn4)CC3)c12
    101	8
- COc1ccccc1CCNCc1cccc(Cl)c1
    ·	-2
- O=C(COc1ccccc1)N1CCN(Cc2ccccc2)CC1
    ·	2
- Cn1ncnc2c(=O)n(C)c(=O)nc1-2
    60	?
- O=C1CCCC2C3CCCN4CCCC(CN12)C34 (stereo not drawn)
    78	4
- COC(=O)c1ccc(-c2ccc(C=C3C(=O)NC(=S)NC3=O)o2)cc1
    ·	-10
- CCCC(=O)Nc1ccc(N2CCN(CC)CC2)c(Cl)c1
    103	2
- c1cc2c(cc1CCNC1C3CC4CC(C3)CC1C4)OCO2 (stereo not drawn)
    ·	-11
- Cc1ccc2occ(CN3CC4CC(C3)c3cccc(=O)n3C4)c(=O)c2c1 (stereo not drawn)
    85	3
- CN1CCC(c2c[nH]c3ccc(O)cc23)CC1
    92	·
- CC(=NCCCN1CCOCC1)c1c(O)[nH]c(=O)[nH]c1=O
    72	12
- CC1(C)CC(=O)C=C(NCCN2CCN(C(=O)Cc3ccc(Cl)cc3)CC2)C1
    111	10
- Cc1cc(C=C2C(=O)NC(=S)NC2=O)c(C)n1-c1ccccc1
    ·	-6

Three entries from above, with each value named.
> CN1CCC(c2c[nH]c3ccc(O)cc23)CC1
  BAP1 inh: 92	HePTP inhibitor: ·
> CC(=NCCCN1CCOCC1)c1c(O)[nH]c(=O)[nH]c1=O
  BAP1 inh: 72	HePTP inhibitor: 12
> CC1(C)CC(=O)C=C(NCCN2CCN(C(=O)Cc3ccc(Cl)cc3)CC2)C1
  BAP1 inh: 111	HePTP inhibitor: 10

The list goes on.
Every second line gives: BAP1 inh	HePTP inhibitor
- O=C(O)c1nn(Cc2ccc(Cl)cc2Cl)c2ccccc12
    97	·
- CCN(CC)CCCN=Cc1c(O)n(-c2cccc(C)c2C)c(=O)[nH]c1=O
    105	-8
- Cn1c(O)c(C=NCCCN2CCCC2=O)c(=O)n(C)c1=O
    104	1
- Clc1ccc(CCNCc2ccccn2)c(Cl)c1
    ·	1
- CC(C)=CCC12CN3CCN(CC(C3)C1=O)C2
    67	3
- CCC(=NC1CC1)c1c(O)n(C2CCCCC2)c(=O)[nH]c1=O
    106	0
- C=Cn1ccnc1P(=S)(c1ccc(N(C)C)cc1)c1nccn1C=C
    ·	-1
- O=C1C(=Cc2ccc(-c3ccccc3[N+](=O)[O-])o2)C(=O)N(c2ccccc2)C(=S)N1c1ccccc1
    ·	7
- CCCS(=O)(=O)N1CCCC(C(=O)N2CCC3(CC2)OCCO3)C1 (stereo not drawn)
    123	6
- C=CCN1C(=O)C2(C(C(=O)OCC)=C(N)Oc3c2c(=O)oc2ccccc32)c2ccccc21 (stereo not drawn)
    86	5
- CNCCc1c[nH]c2ccccc12
    74	12
- CC(=O)N(C1=NCCCS1)c1ccc(F)cc1
    89	6
- O=C(Nc1ccc2c(c1)OCO2)c1cn(Cc2ccc(F)cc2)nn1
    88	-8
- Nc1c(C(=O)NCCN2CCOCC2)c2nc3ccccc3nc2n1Cc1ccco1
    53	-2
- O=C(COc1ccc2ccccc2c1)N1CCN(C2CCCC2)CC1
    ·	8
- Cc1ccc(C2SCC(=O)Nc3c2c(=O)[nH]n3C2CCOC(C)(C)C2)cc1 (stereo not drawn)
    95	10
- CCC(=NCc1cccnc1)c1c(O)n(C2CCCCC2)c(=O)[nH]c1=O
    105	10
- Cc1ccc(N2C(=O)NC(=O)C3(Cc4ccccc4N4CCCC43)C2=O)cc1 (stereo not drawn)
    96	10
- CCOc1cc(C=C2C(=O)NC(=S)NC2=O)ccc1OCc1c(C)no[n+]1[O-]
    ·	-14
- CN(C)CCC(=O)c1ccc(Cl)c(Cl)c1
    ·	-12
- CCCCN(CC#CCOCCC#N)CCCC
    ·	-14
- Cc1nc2cc(-c3ccccc3)nn2c(C)c1CCC(=O)N1CCC2(CC1)OCCO2
    110	-6
- O=C1NC(=O)N(c2ccc(Cl)cc2)C(=O)/C1=C/c1ccc(Br)o1
    ·	100*
- CCCCn1c(=O)c(C(=O)Nc2ncccc2O)c(O)c2ccccc21
    ·	16
- C=CCOc1ccc(CC2C(=O)N(C)C(=O)N(C)C2=O)cc1
    ·	-1
- Cc1nc2c(-c3ccccc3)c(C)nn2c(C)c1CCC(=O)N1CCC2(CC1)OCCO2
    108	0
- COc1ccccc1CCNCc1ccc([N+](=O)[O-])cc1
    ·	-2
- Cc1ccc(-c2nc3ccccc3c(=O)n2-c2ccccn2)cc1
    ·	0
- CC(C)CCn1c(=O)c(C(=O)Nc2ccc(I)cc2)c(O)c2ccccc21
    ·	13
- CCOP(=O)(OCC)C(=C(Cl)Cl)C(C(=O)OC)C(=O)OC
    ·	12
- Nc1ccc(Cc2ccc(N)c(Cl)c2)cc1Cl
    ·	-13
- CCOC(=O)c1ccc(NC(=O)C2C3C=CC(O3)C2C(=O)O)cc1 (stereo not drawn)
    80	10
